# yeast bub3 = NCI yeast anticancer drug screen, S. cerevisiae bub3 mutant strain | % growth inhibition at 50 µM | 78,000 tested, 9.9% active | AID 167;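 further: 0% = growth of vehicle-only cultures of the same strain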
#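 Growth of a checkpoint-deficient yeast mutant is measured after compound exposure. Values represent inhibition relative to vehicle.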
# mec2-1 = NCI yeast anticancer drug screen, S. cerevisiae mec2-1 strain; growth inhibition, % at 50 µM; 79,000 tested, 9% active; AID 157;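 further: 0% = growth of vehicle-only cultures of the same strain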
#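 Cells of the genetically defined mec2-1 yeast strain are incubated with test compound. Inhibition of growth is calculated against vehicle-treated controls.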
# sgs1 mgt1 = NCI yeast anticancer drug screen, S. cerevisiae sgs1 mgt1 strain; % growth inhibition at 50 µM; 78,000 tested, 10% active;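 further: 0% = growth of vehicle-only cultures of the same strain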
#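 Compounds are added to genetically altered yeast, and growth is compared with cultures given vehicle alone to give percent inhibition.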
# mlh1 rad18 = NCI yeast anticancer drug screen, S. cerevisiae mlh1 rad18 strain. growth inhibition, % at 50 µM. AID 175. 79,000 tested, 11% active;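 further: 0% = growth of vehicle-only cultures of the same strain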
#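 In this whole-cell yeast screen, a strain with altered DNA damage repair is challenged with compound, and its growth is measured against matched vehicle-treated controls.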
# yeast cln2 rad14 = NCI yeast anticancer drug screen, S. cerevisiae cln2 rad14 strain | 78,000 tested, 8.3% active | growth inhibition, % at 50 µM;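 further: 0% = growth of vehicle-only cultures of the same strain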
#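 Yeast strain cln2 rad14, bearing defects in cell cycle control and DNA repair, serves as the test system; values reflect growth inhibition compared with vehicle.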
# yeast rad50 = NCI yeast anticancer drug screen, S. cerevisiae rad50 strain | % growth inhibition at 50 µM | 79,000 tested, 10% active;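 further: 0% = growth of vehicle-only cultures of the same strain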
#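 Readout: growth inhibition relative to vehicle-treated cultures. Compound exposure was carried out in a genetically defined yeast strain deficient in DNA damage repair.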
# * marks the source's active call; other numbers are inactive results; · = no result given; & = joins results of further samples. No stated cut-off is given here; in the data, active means growth inhibition above about 70%; inactive means the rest.
SMILES,yeast bub3,mec2-1,sgs1 mgt1,mlh1 rad18,yeast cln2 rad14,yeast rad50
CCCC(=O)C1=C(O)C(Cc2c(O)c(C)c(O)c(C(=O)CCC)c2O)=C(O)C(C)(C)C1=O,98*,93*,98*,99*,99*,98*
O=C(NC1CCCCC1)c1cccnc1,-14,-2,-17,-14,-11,-11
CCn1c2ccccc2c2nnc(NCCCO)nc21,-52,-31,-16,8,-1,-15
CCCCC/C(=C/C=C/c1ccc(Cl)cc1)CN(C)C,100*,100*,100*,100*,100*,100*
C[n+]1cccc2ccccc21,7&12,-2&-12,-8&-40,-4&-12,-59&-11,-14&-17
CC(=O)CCCOC(C)=O,-1,-6,8,32,25,15
O=C1CC(N2C(=O)C3C4CCC(O4)C3C2=O)C(=O)N1 (stereo not drawn),8,18,1,6,-1,2
COC(=O)C1(Br)c2ccccc2-c2ccccc21,8,18,0,-9,-22,-3
CC(C)(C)CC(C)(O)C(C)(O)CC(C)(C)C (stereo not drawn),16,-10,-16,-4,-10,33
N#CC(C#N)=CNc1ccccc1,10,-9,8,5,-21,5
Cc1c(S(=O)(=O)O)ccc(N=Nc2c(O)c(C(=O)O)cc3ccccc23)c1Cl,32,27,-14,29,-10,35
Cc1cc(-c2ccc([NH2+][B-](F)(F)F)c(C)c2)ccc1[NH2+][B-](F)(F)F,3,-3,-12,-11,-59,-9
CC1([N+](=O)[O-])COC2(CCCCC2)OC1,4,10,-6,24,-22,18
CCOC(=O)c1cc2c(nc1N)C(=O)CCCC2,-25,-59,-48,-32,-24,-35
CCCCCCCCCCNC1CC(OC2CC(O)(C(O)CO)Cc3c(O)c4c(c(O)c32)C(=O)c2c(OC)cccc2C4=O)OC(C)C1O (stereo not drawn),88*,90*,90*,·,88*,86*
O=c1[nH]nc(/C=C/c2ccccc2)o1,-10,17,3,9,-4,17
CCN(CC)C(=O)c1ccc(O)c(OC)c1,-7,17,7,-4,8,18
COc1c(OC(C)=O)c(OC(C)=O)cc2c1-c1ccc(OC)c(=O)cc1C(NC(C)=O)CC2 (stereo not drawn),-33,-1,16,8,1,2
CCCCCCCCCCCCCCCCCC(=O)CBr,2,10,11,39,-25,14
CC1(C)OC2C(COC(c3ccccc3)(c3ccccc3)c3ccccc3)OC(n3ccc(=O)[nH]c3=O)C2O1 (stereo not drawn),73*,54,75*,70*,52,76*
CC(CN1CCCCC1)SSC(C)CN1CCCCC1 (stereo not drawn),12,15,27,44,-29,42
c1c[nH]c(CN2CCN(Cc3ncc[nH]3)CC2)n1,98*,98*,98*,98*,99*,97*
COc1ccc(-c2ncnc(-c3ccc(OC)c(OC)c3)n2)cc1OC,-23,-45,7,-37,20,6
Cc1ccc2cccc(OC(=O)Nc3cccc(C(F)(F)F)c3)c2n1,91*,90*,91*,93*,91*,91*
NC(=O)c1ccc(NS(=O)(=O)c2ccc(N)cc2)nc1,8,-9,2,2,-33,6
CC(C)=NNS(=O)(=O)c1ccc(N)cc1,12,-4,-2,3,-7,6
COCC1OC(OC2OCC3OC4(OCC(O)(C(C)OC)C5OCOC54)OC3C2OC)C(OC)C(O)C1OC1OC(C)C(OC)C(OC2OC(C)C3OC4(CC(O)C(OC5CC(OC6CC(C)([N+](=O)[O-])C(OC)C(C)O6)C(OC(=O)c6c(C)c(Cl)c(O)c(Cl)c6OC)C(C)O5)C(C)O4)OC3(C)C2O)C1O (stereo not drawn),34,25,31,9,38,32
Cc1cc(-c2ccc(NC(=O)c3cccc([N+](=O)[O-])c3)c(C)c2)ccc1NC(=O)c1cccc([N+](=O)[O-])c1,1,-27,0,-14,15,-19
CSc1ccc(NC(=O)Oc2ccc(NC(C)=O)cc2)cc1,23,-1,6,4,14,9
CC(C)[C@@H]1CC[C@@H](C)C[C@H]1OC(=O)NN,81*,90*,91*,95*,60,89*
COC(CCC#N)c1ccc(C)cc1 (stereo not drawn),-24,-25,-8,9,17,-5
Cc1csc(=NCc2cccnc2)n1C,20,-10,24,16,23,15
CC(NC(=O)C(Cc1ccccc1)NC(=O)C(Cc1ccccc1)NC(=O)OC(C)(C)C)C(=O)OCc1ccccc1 (stereo not drawn),-14,0,22,18,-16,-22
CCCCCCCC(=O)OCCOC(=O)CCCCCCC,19,-2,23,20,8,18
CCOC1(OCC)CS(=O)(=O)C1c1ccc([N+](=O)[O-])cc1 (stereo not drawn),19,-4,5,-10,-29,11
COc1ccccc1/C=C1\C(=O)OC(=O)\C1=C\c1ccccc1Cl,-3,-20,6,15,4,5
CCC1(C)OCCO1,1,-14,-12,2,-30,0
N#CCCCCCCCCC(=O)O,-40,-14,7,-12,-18,-15
Nc1nc(-c2ccccc2)cc2ccccc12,-13,-13,2,18,-19,1
CCOC(=O)/C=C/c1ccco1,9,25,0,19,-38,10
CC(=O)NC1C(O)CC(O)(C(=O)O)OC1C(O)C(O)CO (stereo not drawn),7,-8,9,41,4,-3
O=C(CCCn1ccnc1[N+](=O)[O-])NCCn1cnc([N+](=O)[O-])n1,-5,17,-6,-16,-6,7
CSC1=Nc2ccccc2SC(c2ccccc2)C1c1ccccc1 (stereo not drawn),53,29,67,64,85*,20
CCCCCCCCCCCCCCCC(=O)NCNC(=O)CCCCCCCCCCCCCCC,3,-10,-20,-14,-7,-2
CC(=O)Nc1ccc(S(=O)(=O)n2c(=O)oc3cc(Br)ccc32)cc1,0,3,-7,1,2,7

# Gathered by group, those above with two or more sulfur atoms.
SMILES,yeast bub3,mec2-1,sgs1 mgt1,mlh1 rad18,yeast cln2 rad14,yeast rad50
CC(CN1CCCCC1)SSC(C)CN1CCCCC1 (stereo not drawn),12,15,27,44,-29,42
CSC1=Nc2ccccc2SC(c2ccccc2)C1c1ccccc1 (stereo not drawn),53,29,67,64,85*,20

# Continuation:
SMILES,yeast bub3,mec2-1,sgs1 mgt1,mlh1 rad18,yeast cln2 rad14,yeast rad50
Fc1ccc(Nc2cc(F)cc(F)c2)cc1,11,8,17,11,3,23
COC(=O)C(=O)C(C(=O)C(=O)Nc1ccc(Cl)c(Cl)c1)c1nc2ccc(C(=O)c3ccccc3)cc2[nH]c1=O (stereo not drawn),-3,-10,-15,5,6,7
Cc1no[n+]([O-])c1C(=O)NN,-20,7,-14,-12,-47,6
c1ccc2c(c1)CCCc1cc3ccccc3nc1-2,92*,93*,93*,90*,92*,85*
c1ccc(Nc2ccccc2)cc1,-14,-19,-1,5,-2,11
CCC(Cl)COP(=O)(OCC(Cl)CC)C(CC)P(=O)(OCC(Cl)CC)OCC(Cl)CC (stereo not drawn),6,23,33,39,1,28
CC(=O)C(C)(CCN(C)C)c1ccccc1 (stereo not drawn),7,4,7,13,-10,6
N#CCCCCBr,16,7,-4,8,-51,12
C/C(=N\NC(=S)NC12CC3CC(CC(C3)C1)C2)c1ccccn1,97*,98*,98*,97*,95*,97*
C=CCC(=S)NCCc1c[nH]c2ccccc12,12,2,-6,-19,3,-12
Cc1ccc2nnc(C)n2c1,25,2,2,-4,19,11
O=C(NCCNCCNC(=O)c1cc(-c2ccccc2)nc2ccccc12)c1cc(-c2ccccc2)nc2ccccc12,98*,96*,22,51,90*,32
CC(C)(C)N=C=NC(c1ccccc1)(c1ccccc1)c1ccccc1,4,-6,2,-3,42,-2
CC(C)c1ccc(C(=O)OCCCl)cc1,-4,9,7,24,-3,30
COc1ccc(Cc2c3ccccc3cc[n+]2C)cc1Oc1ccc(Cc2c3ccccc3cc[n+]2C)cc1,41,44,76*,86*,-27,52

# Sorted by molar mass (smallest number first): five of the compounds above
SMILES,yeast bub3,mec2-1,sgs1 mgt1,mlh1 rad18,yeast cln2 rad14,yeast rad50
N#CC(C#N)=CNc1ccccc1,10,-9,8,5,-21,5
CCOC(=O)c1cc2c(nc1N)C(=O)CCCC2,-25,-59,-48,-32,-24,-35
CCCCCCCC(=O)OCCOC(=O)CCCCCCC,19,-2,23,20,8,18
COc1ccc(-c2ncnc(-c3ccc(OC)c(OC)c3)n2)cc1OC,-23,-45,7,-37,20,6
CC1(C)OC2C(COC(c3ccccc3)(c3ccccc3)c3ccccc3)OC(n3ccc(=O)[nH]c3=O)C2O1 (stereo not drawn),73*,54,75*,70*,52,76*

# Next compounds follow:
SMILES,yeast bub3,mec2-1,sgs1 mgt1,mlh1 rad18,yeast cln2 rad14,yeast rad50
CCN(CC)C(=O)Cc1[nH][nH]c(=O)c1C(=O)N(CC)CC,-29,2,-43,-41,-8,-32
OC1c2ccccc2CCCC1N1CCCCC1 (stereo not drawn),12,5,28,17,7,41
C[n+]1c(/C=C/c2cccc([N+](=O)[O-])c2)sc2ccccc21,96*,96*,98*,99*,99*,98*
CN(C)c1ccc2c(c1[N+](=O)[O-])Cc1ccccc1-2,32,3,7,6,15,18
Nc1ccc2c(c1)Cc1cc(S(=O)(=O)O)ccc1-2,-1,-23,-11,9,25,-17
O=C(O)CSCSCC(=O)O,5,-26,-9,3,20,1
O=S(O)CCCCSSCC(O)CO (stereo not drawn),24,10,15,14,64,22
CC(C)NC(=O)Oc1ccc(Br)cc1Br,12,7,4,19,7,10
N#C/C(=C\n1ccc(=O)[nH]c1=S)c1nc2ccccc2s1,-3,-1,-15,5,13,-4
CC1=CCC(CC(=O)O)C1(C)C (stereo not drawn),7,2,-3,-5,4,10
CCN(CCO)c1cccc(C)c1,-17,-19,-12,-7,2,-12
CC(=O)O[C@@H]1C[C@@]2(C)[C@@H]3CC=C4[C@@H](C[C@H](O)C(=O)C4(C)C)[C@]3(C)C(=O)C[C@]2(C)[C@H]1[C@@](C)(O)C(=O)/C=C/C(C)(C)OC(C)=O,-3,-5,-2,-52,-10,-9
CC(C)(C)c1cc(C2OC(N)=C(O)C2=O)cc(C(C)(C)C)c1O (stereo not drawn),5,11,25,32,14,13
CN(C)c1nc(S(C)(=O)=O)nc2nc(Cl)[nH]c12,4,-14,-1,-10,-7,6
CCCCCC/C=N\O,14,-7,3,-8,-28,-6
O=C1CCCC/C(=C/c2ccccc2)N1,-22,-7,-7,8,13,4
OCC(O)C(O)C(O)C(O)c1cnn(-c2ccccc2)n1 (stereo not drawn),-1,3,15,19,14,11
COc1c(-c2ccccc2)c(=O)n2c3cc(C)c(C)cc3n(C)c2c1C#N,-31,0,18,-3,-14,-13
CC(=O)NCCCC(=O)NCCSC(C)=O,-12,-14,0,-25,-24,-20
N#CCCC(=O)c1ccc[nH]1,1,11,2,8,6,7
Cc1ccc(NC=O)cc1NC=O,4,-1,10,16,-27,38
CCOC(=O)C(=O)Nc1c(C(C)C)cccc1C(C)C,2,3,2,21,-34,7
O=[N+]([O-])c1ccc(CC(Cl)c2ccccc2)cc1 (stereo not drawn),30,2,40,63,-19,41
COC1=C(NC(C)=O)C(=O)c2nc3n(c2C1=O)CCC3,-30,-29,-20,-37,-4,3
O=C(Nc1cccc(Cl)c1)C(Br)C(Br)c1ccccc1 (stereo not drawn),98*,99*,99*,99*,99*,98*
CC(=O)c1ccccc1NC(=O)C(=O)C(C(=O)c1ccccc1-c1ccccc1)C1OC(=O)c2ccccc21 (stereo not drawn),-1,3,8,11,-50,25
COc1cc2ccc1OCc1cccc(n1)COc1ccc(cc1OC)C=NCCNCCN=C2,-17,-23,-15,-17,-22,-5
Cn1cc(C2(C)CC(C)(C)c3c2n(C)c2ccccc32)c2ccccc21 (stereo not drawn),-18,-16,-12,3,7,0
CN1CCN(c2cc(-c3cc4ccccc4o3)oc(=O)c2C#N)CC1,-4,1,23,25,-60,20
COC(=O)C1OC(OC(C)=O)C(OC(C)=O)C(OC(C)=O)C1OC(C)=O (stereo not drawn),25&-7,8&14,11&7,9&16,61&-12,3&7

# A stretch taken from the entries so far, as a working copy:
SMILES,yeast bub3,mec2-1,sgs1 mgt1,mlh1 rad18,yeast cln2 rad14,yeast rad50
CCCC(=O)C1=C(O)C(Cc2c(O)c(C)c(O)c(C(=O)CCC)c2O)=C(O)C(C)(C)C1=O,98*,93*,98*,99*,99*,98*
O=C(NC1CCCCC1)c1cccnc1,-14,-2,-17,-14,-11,-11
CCn1c2ccccc2c2nnc(NCCCO)nc21,-52,-31,-16,8,-1,-15
CCCCC/C(=C/C=C/c1ccc(Cl)cc1)CN(C)C,100*,100*,100*,100*,100*,100*
C[n+]1cccc2ccccc21,7&12,-2&-12,-8&-40,-4&-12,-59&-11,-14&-17
CC(=O)CCCOC(C)=O,-1,-6,8,32,25,15

# Next part.
SMILES,yeast bub3,mec2-1,sgs1 mgt1,mlh1 rad18,yeast cln2 rad14,yeast rad50
Cc1c(CCC(C)C)oc2cc3oc(CCC(C)C)c(C)c3cc12,6,2,2,18,-5,22
CC1(O)CCC(C(C)(C)O)CC1 (stereo not drawn),1,21,17,12,11,25
COC(=O)NC12CC3CC(C(C)O1)C2N(Cc1ccccc1)C3 (stereo not drawn),-1,-4,-4,3,27,5
CCOC(=O)CCC(C#N)C(=O)OCC (stereo not drawn),28,-4,9,6,-10,0
CCOC(=O)C1SC(N)=NC1=O (stereo not drawn),6,1,-1,8,13,15
CSc1nc(=S)[nH]c2c1c(C)nn2-c1ccccc1,64,46,72*,52,34,51
CC1/C(=N/Nc2ccc([N+](=O)[O-])cc2)CC2C3(C)CCC2(C(C)C(=O)O)C(=O)C13 (stereo not drawn),45,33,84*,89*,46,78*
